Neddylation inh – inhibitors of cullin neddylation, primary screen, biochemical, TR-FRET, uHTS, NAE and Ubc12; NEDD8-conjugating enzyme Ubc12 (Homo sapiens) + NEDD8-activating enzyme E1 regulatory …; AID 651699, 2012; actives 0.58% (n = 360,000); calls only at 25 µM; in the data active = inhibition above about 36%
E coli Lon inh – inhibitors of E. coli Lon protease, primary screen, biochemical, fluorescence polarization; P0A9M0; purified E. coli Lon protease; inhibition, % at 7.94 µM; actives 0.42% (n = 360,000); in the data active = inhibition above about 13%, passing the limit was not always enough;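 note: 0% = enzyme with probe and DMSO and 100% = no enzyme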
NRP1-CendR mod – modulators of CendR peptide binding to NRP-1, primary screen, biochemical, fluorescence polarization, uHTS; AID 602438, 2012; FAM-RPARPAR peptide binding to NRP-1; Neuropilin-1 (Homo sapiens), O14786; actives 0.85% (n = 360,000); inhibition, % at 25 µM;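 active = inhibition or corrected inhibition above about 18%, plus a signal ratio from 0.5 to 1.5, limit read from the data, passing the limit was not always enough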; note: strong numbers were not always called active
MT1-MMP act inh – blockers of MT1-MMP proenzyme processing, primary screen, HT1080 RFP-PRO-GFP cells, GFP/RFP fluorescence | GFP/RFP ratio fluorescence, overnight; percent of plate control window, DMSO zero | AID 651647, 2012 | actives 0.061% (n = 360,000) | GFP/RFP ratio change, % at 20 µM | Matrix metalloproteinase-14 (Homo sapiens), P50281;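 active = GFP/RFP ratio change of at least 30% with cell ATP level not reduced by more than half and red fluorescence within 50% of control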; note: strong numbers were not always called active
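Assay system: HT1080 RFP-PRO-GFP cells | Dosing: 20 µM single dose, 1% DMSO | Incubation: Cells overnight before dosing, compound overnight, 37 °C, 5% CO2 | Evaluation: GFP/RFP fluorescence ratio | Control set: DMSO-only wells and HT1080 RFP-L50D-GFP cell wells as references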
Rin1-Abl PPI inh – inhibitors of Rin1-Abl protein binding, primary screen, biochemical, TR-FRET; Tyrosine-protein kinase ABL1 (Homo sapiens) + Ras and Rab interactor 1 (Homo sapiens), …; inhibition, % at 7.35 µM; actives 0.4% (n = 360,000); AID 588664, 2011; in the data active = inhibition above about 5%, passing the limit was not always enough
SKN-1 inh – suppressors of acrylamide-induced Pgst-4::GFP reporter in worms, primary screen, SKN-1 inhibitor project, whole organism, uHTS, GFP/RFP fluorescence ratio, strain VP596; C. elegans VP596 Pgst-4::GFP/RFP ratio, 24 h; inhibition, % at 21.8 µM; actives 0.49% (n = 360,000); AID 624304, 2012;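 active = interference check ratio from 0.5 to 1.5 plus GFP to RFP signal ratio inhibition reaching or exceeding a fixed threshold, cut at about 30% in these data, passing the limit was not always enough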; note: some compounds called inactive have numbers as strong as hits
FAS TE block – FAS thioesterase domain inhibitors, primary screen, biochemical, fluorescence intensity, uHTS; actives 0.67% (n = 360,000); inhibition, % at 15 µM; Fatty acid synthase (Homo sapiens), P49327; recombinant FAS-TE, OMFH fluorogenic substrate, fluorescence endpoint;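 active = compounds whose normalised, plate-corrected inhibition of enzyme fluorescence in the single-dose primary screen is 50% or more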;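 note: 0% = DMSO with enzyme and 100% = substrate without enzyme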
MsrA inhibitor – bovine MsrA enzyme inhibitors, primary screen, biochemical, absorbance, HTS | Methionine sulfoxide reductase A (Bos taurus) | purified bovine MsrA, absorbance read-out | inhibition, % at 15.5 µM | actives 0.75% (n = 360,000); in the data active = inhibition above about 4.5%;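 note: 0% = vehicle wells with enzyme and 100% = reference inhibitor wells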
MsrA act – bovine MsrA enzyme activators, primary screen, biochemical, absorbance, HTS | Methionine sulfoxide reductase A (Bos taurus) | purified bovine MsrA, absorbance read-out | activation, % at 10.6 µM | actives 0.3% (n = 360,000); in the data active = activation above about 7.5%;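 note: 0% = vehicle and 100% = reference activator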
Active calls of the source: *; i = inactive; x = not tested or not shown; + = active, no number.

canonical_smiles	MsrA act	E coli Lon inh	Neddylation inh	MT1-MMP act inh	NRP1-CendR mod	SKN-1 inh	MsrA inhibitor	Rin1-Abl PPI inh	FAS TE block
Cc1noc(C)c1S(=O)(=O)Nc1ccc(C#N)cc1	-5	2	i	1	3	21	-0.5	-2	-8
O=C(CSc1ccccc1)Nc1cccc(S(=O)(=O)N2CCOCC2)c1	-7	2	i	0	-3	2	0.7	4	2
O=C(NCC(c1ccccc1Cl)N1CCCC1)C1CCN(C(=O)Nc2ccccc2)CC1 (centres undefined)	-1	-4	i	-1	2	1	-0.6	1	-6
CCn1c(=O)cc(OCC(=O)NCCCN2CCN(c3cccc(Cl)c3)CC2)c2ccccc21	1	-1	i	9	3	0	-0.4	-3	2
Cn1cccc1/C=C1\SC(=S)N(CC(=O)O)C1=O	-7	-244	i	-2	-152	1	-0.4	-5	-9
O=C(NNC(=O)c1ccncc1)Nc1cc(Cl)ccc1Cl	-1	-9	i	0	6	10	-0.5	4	-8
COc1ccc(OC)c(NC(=O)CSc2nccn2Cc2ccco2)c1	-4	0	i	3	14	-6	0.5	1	-3
CN1C2=C(C#N)C(c3ccccc3)(C(F)(F)F)NC(=O)N2c2ccccc21 (centres undefined)	-3	-3	i	3	6	22	2.0	-6	-3
Cn1c(=O)cc(OCC(=O)NCCCN2CCN(c3ccccc3F)CC2)c2ccccc21	-1	-9	i	2	6	-1	3.0	-4	-3
CCOC(=O)c1c(CC(C)C)csc1/N=C/C1C(=O)CCCC1=O	-2	-133	i	-7	1	2	2.1	-2	3
COc1cc(SC)ccc1C(=O)Nc1ncc(Cl)cc1Cl	5	-3	i	1	-13	9	0.3	-2	-2
O=C(CCCCCN1C(=O)CCC1=O)Nc1ncn[nH]1	-2	-11	i	-2	-2	9	-0.5	-6	-2
Cc1ccc(NC(=O)CSc2nnc(-c3cnccn3)n2C)cc1C	2	-2	i	1	5	8	0.0	-1	-4
CN(C)CCn1c(=S)[nH]c2ncccc2c1=O	-1	-3	i	1	7	-6	0.4	-1	-5
Fc1ccc(CN2CCCCCCC2)c(F)c1	1	4	i	1	-7	5	1.6	2	-10
CC1COc2ccccc2N1C(=O)c1ccc(Cl)cc1 (centres undefined)	9.0*	-4	i	1	6	24	0.3	0	-4
COc1ccccc1NC(=O)c1sc2nc(-c3ccco3)ccc2c1N	-2	-21	x	-27	-48	23	x	-3	9
CCNC(=S)NNC(=O)C1CCN(Cc2ccccc2)CC1	-4	-4	i	-1	-8	-2	0.1	0	-3
Cc1nc2ccc(NC(=O)c3cc(Cl)ccn3)cc2s1	-1	-5	i	-6	-23	29	0.0	1	-3
Cc1ccc(S(=O)(=O)N2CCC(C(=O)NNC(=O)c3ccncc3)CC2)cc1	1	-4	i	3	1	-4	0.4	3	-2
N#CC(C#N)=C1C=CC=CN1/C(=C\c1ccco1)C(=O)c1ccc(-c2ccccc2)cc1	-3	-16	i	-20	-11	3	2.2	-4	22
Cc1ccc(CN2CCNC(=O)C2CC(=O)O)o1 (centres undefined)	-6	0	i	4	3	4	-0.4	2	-8
COC(=O)C1ON2OC(C(=O)OC)C(C(=O)OC)C2C1CC(C)=O (centres undefined)	-1	5	i	6	-11	16	0.5	-2	-8
N/N=C1\CCCc2c1[nH]c1ccc([N+](=O)[O-])cc21	-6	-2	i	4	4	1	-1.2	-2	-1
CCOC(=O)C1(C)CCN1C(=O)c1ccc(C(C)(C)C)cc1 (centres undefined)	1	5	i	3	-4	17	-1.3	-2	-2
CN(Cc1ccccc1)C(=O)COC(=O)c1ccccc1Nc1ccccc1	-5	1	i	-1	4	-4	1.0	-4	31
CCOC(=O)C(NC(=O)CC)(Nc1ccc(S(=O)(=O)Nc2cc(C)on2)cc1)C(F)(F)F (centres undefined)	4	0	i	0	-1	12	0.2	2	-8
Cc1cccc(C)c1NC(=O)C1C(c2ccc3c(c2)OCO3)=Nc2ccccc2N1C(=O)c1ccccc1 (centres undefined)	x	x	i	-13	-19	2	1.9	x	x
Cc1ccc(N2CCN(C(=O)CNS(=O)(=O)c3ccc(Br)s3)CC2C)cc1 (centres undefined)	-6	-5	i	1	5	7	-0.3	2	5
CNC(=O)C12CCC(C)(c3nc4cc(C)c(C)cc4nc31)C2(C)C (centres undefined)	-4	-4	i	-7	8	-11	1.4	-2	-5
CN1c2ccccc2C(C)(C)C12C=Nc1c(ccc3ccccc13)O2 (centres undefined)	-3	-10	i	0	8	-2	-0.1	-2	12
Cc1ccc(C2N(c3ccccc3)C(=S)N3CCCN23)cc1 (centres undefined)	-1	2	i	-4	-4	5	-0.5	-2	-6
CC(NC(=O)C1CCCN1S(=O)(=O)c1cccc2nsnc12)c1ccccc1 (centres undefined)	-7	8	i	0	4	1	x	0	-8
COc1ccc(NC(=O)N2c3ccc(OC)cc3C(C)=CC2(C)C)cc1	-8	-1	+	-3	-9	3	-1.3	-3	1
COc1ccc2c(c1OC)C(=O)N1c3cccc(Cl)c3C(=O)OC21 (centres undefined)	-3	1	i	4	3	6	-0.9	3	-1
Cc1ccccc1C(C(=O)NCc1ccccc1)N(Cc1ccco1)C(=O)c1ccccn1 (centres undefined)	-7	-1	i	-2	3	-20	-0.7	1	0
CCc1nnc(NC(=O)Cc2ccc(OCc3c(C)noc3C)cc2)s1	0	7	i	1	2	22	-0.5	-4	-1
C=CCn1c(SCc2ccccc2)nc2c1c(=O)[nH]c(=O)n2C	0	-8	i	0	7	12	0.4	-2	-2
Cc1ccc(N(C)C(=O)CCNC(=O)Cn2cnc3ccccc3c2=O)cc1C	0	-1	i	3	-7	-2	1.2	-2	-2
COC(=O)c1sccc1NC(=S)N1CCCCC1C (centres undefined)	-2	-5	i	-4	-13	10	1.2	-6	5
Cc1cc(C)n(CCc2nc(-c3cc4ccccc4o3)cs2)n1	-3	2	i	-5	-6	21	-1.0	-2	1
CC(C)(C)OC(=O)N1CCC(C(=O)N[C@H](C(=O)O)c2ccccc2)(c2ccccc2)CC1	0	-7	i	2	8	22	-0.5	-2	-5
O=C(COc1ccc(Cl)cc1)OCC(=O)N1CCCCCC1	0	-6	i	4	0	1	0.2	1	-5
CCOC(=O)C1CCCCN1Cc1ccc(-c2ccccc2)cc1 (centres undefined)	-3	0	i	2	3	2	-1.1	-2	17
CCCCNc1c(-c2ccc(-c3ccc(OC)cc3)c(OC)c2)nc2ccccn12	-1	-6	x	11	-13	14	2.6	3	29
COc1ccc(CN2C(=O)CCC2(C)c2nnnn2C2CCCCC2)cc1 (centres undefined)	x	x	i	0	0	-23	0.1	x	x
CCCn1c(NC(=O)C2COc3ccccc3O2)nc2ccccc21 (centres undefined)	-2	1	i	10	14	17	0.3	0	-2
O=c1c2[nH]c3ccccc3c2ncn1CCN1CCOCC1	-2	1	i	-1	-4	3	1.6	0	-3
S=C(NCCc1ccccc1)NN=C1CCCCCC1	-3	-1	i	-2	-7	-5	-0.4	-3	-2
Cc1cc(C)cc(N(CC(=O)NC2CCCC2)C(=O)CCC(=O)Nc2nccs2)c1	-3	-7	i	1	11	-8	0.3	-1	-1

Given as labelled records: entries from further up.
CCn1c(=O)cc(OCC(=O)NCCCN2CCN(c3cccc(Cl)c3)CC2)c2ccccc21
  MsrA act = 1; E coli Lon inh = -1; Neddylation inh = i; MT1-MMP act inh = 9; NRP1-CendR mod = 3; SKN-1 inh = 0; MsrA inhibitor = -0.4; Rin1-Abl PPI inh = -3; FAS TE block = 2
Cn1cccc1/C=C1\SC(=S)N(CC(=O)O)C1=O
  MsrA act = -7; E coli Lon inh = -244; Neddylation inh = i; MT1-MMP act inh = -2; NRP1-CendR mod = -152; SKN-1 inh = 1; MsrA inhibitor = -0.4; Rin1-Abl PPI inh = -5; FAS TE block = -9

Further results follow.
canonical_smiles	MsrA act	E coli Lon inh	Neddylation inh	MT1-MMP act inh	NRP1-CendR mod	SKN-1 inh	MsrA inhibitor	Rin1-Abl PPI inh	FAS TE block
CN(CC(=O)Nc1ccc(F)cc1)CC(=O)N1CCCCCC1	-1	1	i	4	1	8	-0.5	-1	-5
O=C1c2ccccc2C(=O)N1CC#CCN1CCN(C(c2ccccc2)c2ccccc2)CC1	2	-13	i	-6	8	22	0.1	2	24
N#Cc1ccccc1COC(=O)CCCC1=NS(=O)(=O)c2ccccc2N1	-1	3	i	-7	18	15	0.5	0	-4
CC(CC12CC3CC(CC(C3)C1)C2)NCc1ccccc1O (centres undefined)	-1	10	i	0	0	-1	0.9	0	-12
CC(NC(=O)c1ccc(C(=O)c2ccccc2)cc1)c1ccc(S(N)(=O)=O)cc1 (centres undefined)	-3	3	i	-3	3	20	-0.2	-2	-6
COc1ccccc1N1CCN(C(=O)c2n[nH]c3ccccc23)CC1	-4	6	i	-2	-7	3	-0.9	2	-11
COCCN(C(=O)COC(=O)c1cccs1)c1c(N)n(Cc2ccccc2)c(=O)[nH]c1=O	-3	-10	i	-1	-1	32	-0.3	0	-3
Nc1ccccc1C(=O)NCC1(c2ccccc2)CCCC1	-3	-10	x	5	13	12	0.5	-3	4
COCCN1C=C2C(=O)C(C)(OC(=O)C3CCCC3)C(=O)C(c3ccccc3)=C2C=C1CCCC(=O)OC (centres undefined)	-3	9	i	-2	26*	8	0.9	2	-11
O=C(NCCC1=CCCCC1)C(=O)NCc1ccncc1	-3	-3	i	2	-4	1	0.1	6	-4
CCCOc1ccc(-c2nn(-c3ccccc3)cc2/C=C2\SC(N)=NC2=O)cc1	-2	-12	x	1	-10	18	0.2	0	1
COc1cc(CC(=O)OCC(=O)N2C(C)CCCC2C)cc(OC)c1OC (centres undefined)	-2	-10	i	2	26*	11	-0.1	3	-4
C/C(=N\Nc1ncc(Br)cn1)c1cccc([N+](=O)[O-])c1	-4	-7	i	-3	3	16	3.2	-1	17
O=C(NNc1ccc(Cl)cc1)c1cccs1	-5	3	i	3	-1	8	-0.2	2	-3
CC(C)C[C@@H](CN1CCC[C@H]1CN1C(=O)C(=O)NC[C@@H]1Cc1ccccc1)N1C[C@H](Cc2ccc(O)cc2)N(CC2CCCCC2)C(=O)C1=O	1	9	i	3	0	9	1.7	x	-2
CC(C)(/C=N/O)N(O)C=C1C=CC(=O)C=C1	-6	-6	i	-2	2	-9	1.1	-2	-8
COc1cc2c(cc1OC)C1=C(C#N)CN(C3CCCCC3)CN1CC2	-4	2	i	-9	3	-9	2.4	-1	-1
CC(=O)Nc1cccc(C(=O)Nc2cccc3ncccc23)c1	-7	5	i	-1	2	-19	-1.0	-2	-8
Cc1cccc(NC(=S)N2CCC(C(=O)c3ccc(F)cc3)CC2)c1	-2	-6	i	7	3	3	-1.5	1	13
COc1ccc(C2c3[nH]c4ccccc4c3CCN2CCCn2cccn2)c(F)c1 (centres undefined)	-2	1	x	1	0	-11	-0.3	-4	5
COc1cc([N+](=O)[O-])cc(/C=N/N(CCC#N)C(C)=O)c1O	-3	-6	i	-5	7	1	2.2	1	0

Assay outcomes (PubChem)
